B2AR arrestin = agonists driving beta-arrestin recruitment to human beta2-adrenergic receptor | P07550 | beta-arrestin recruitment to beta2AR, cell-based reporter | Potency, µM (top dose mostly 46.1 µM), for inactives: top-dose activation, actives largely listed as activators | 330,000 tested, 0.02% active;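 also: potency is read from the fitted curve at half-maximal effect; 0% = DMSO controls and full agonism = EC100 isoproterenol or metaproterenol; nearly all actives have a fitted effect of over 65% in size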
Target sequence (P07550 whole entry, looked up): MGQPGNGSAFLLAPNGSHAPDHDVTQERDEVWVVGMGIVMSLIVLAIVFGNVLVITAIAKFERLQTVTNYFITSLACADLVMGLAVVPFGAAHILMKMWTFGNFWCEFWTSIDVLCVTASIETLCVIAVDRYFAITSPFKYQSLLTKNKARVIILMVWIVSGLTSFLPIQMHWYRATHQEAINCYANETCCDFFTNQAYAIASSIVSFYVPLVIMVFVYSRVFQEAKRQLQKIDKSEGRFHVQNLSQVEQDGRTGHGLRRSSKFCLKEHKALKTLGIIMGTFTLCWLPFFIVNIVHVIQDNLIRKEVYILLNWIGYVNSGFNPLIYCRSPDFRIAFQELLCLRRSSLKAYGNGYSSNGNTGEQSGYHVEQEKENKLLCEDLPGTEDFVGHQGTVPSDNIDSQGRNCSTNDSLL
Giardia killer = kills Giardia lamblia. Giardia lamblia trophozoite viability. activity change, % at 7.66 µM, hits read low. 340,000 tested, 0.15% active; in the data active = activity change below about -80%; inconclusive = between about -30% and that limit;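 also: parasites exposed to compound for two days anaerobically before the ATP read; % is scaled to controls: 0 for no effect and ±100 for the full control effect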
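Each well holds 100 Giardia trophozoites and compound. After two days (48 hrs) at 37 deg C in anaerobic conditions, ATP is quantified by luminescence.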
Coupling enz = inhibits coupling enzyme system, counter-screen for aldolase hits; coupling enzyme system counterscreen, AmpLite Red fluorescence; activity change, negative = inhibition, % at 58.2 µM, hits read low; 290,000 tested, 0.67% active; AID 2472; in the data active = activity change below about -30%; also: % is scaled to controls: 0 for no effect and ±100 for the full control effect
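First, compound is pin-transferred into glyceraldehyde-3-phosphate coupling-enzyme reagent at 57.5 uM final and held 10 min at RT. Next, substrate, coupling system and AmpLite Red are added. After 20 min RT, fluorescence (525/598 nm) is read.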
ASM inhibitor = blocks human secretory acid sphingomyelinase | 340,000 tested, 0.006% active | Potency, µM (top dose mostly 57.5 µM), inactives show top-dose activity change, negative = inhibition, usual class: inhibitors | placental ASM, HMU-PC fluorogenic substrate, 60 min | P17405 | AID 504937; also: potency is read from the fitted curve at half-maximal effect
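HMU-PC0 cleavage (9 uM final) by human placental ASM, 60 min at 37 °C following 10 min compound exposure at RT; stopped at pH 10, fluorescence Ex 386/Em 447 nm.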
TSG101-PTAP inh = blocks PTAP/TSG101 interaction to inhibit HIV-1 budding | AID 493005 | Potency, µM (top dose mostly 115 µM), for inactives: at the top dose activity change, negative = inhibition, usual class: inhibitors | 340,000 tested, under 10 active | Fluorescence polarization, FITC-PTAP peptide / Tsg101 binding | Q99816; active = well fitted inhibition curve with a large enough effect in the main read-out, with a control signal flat, not every such curve was filed as active; inconclusive = small, poorly fitted or top-dose-only effect, or effect the other way, or a change in a side signal; inactive = no such curve, though single readings can be large or run the other way; also: potency is read from the fitted curve at half-maximal effect; % of control where 0% means no effect
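Fluorescence anisotropy tracks displacement of a FITC-tagged PTAP peptide (50 nM) from the Tsg101 binding domain (10 uM), following a 20 min room-temperature incubation at pH 7.5.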
BCR signal inh = chronic active BCR signaling inhibition; ABC-DLBCL IkBa-CBG/CBR reporter, luminescence ratio, 4 h; Potency, µM (highest dose often 46.1 µM), inactives show at the top dose ratio change, negative = lower green/red ratio, most hits filed as inhibitors; 340,000 tested, 0.05% active; active = well fitted inhibition curve with a large enough effect in the signal ratio, with a control signal flat, not every such curve was filed as active; inconclusive = small, poorly fitted or top-dose-only effect, or effect the other way, or a change in a side signal; the % refers to the signal ratio;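 also: potency is read from the fitted curve at half-maximal effect; plate controls were basal doxycycline-induced cells for no effect and cells given 10 µM MG132 for full effect; MG132 reads +100%, hits lower the ratio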
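Concentration-response series (up to 46 uM) were applied to TMD8 dual-reporter cells for 4 h at 37C with doxycycline. Green/red ratio, after filter-overlap correction, defined %Activity; red signal alone was normalised to basal cells and zero luminescence.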
Tb PFK inh = inhibitors of T. brucei phosphofructokinase | O15648 | T. brucei PFK, ADP-Glo luminescence | Potency, µM (highest dose often 57.5 µM), for the others: at the top dose activity, negative = inhibition, most hits filed as inhibitors | 330,000 tested, 0.17% active | AID 485367;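 also: potency is read from the fitted curve at half-maximal effect; 0% = uninhibited 1x PFK enzyme wells and -100% = no-enzyme wells; nearly all actives have a fitted effect of over 60% in size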
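Luminescent ADP detection (ADP-Glo, two-step: ATP depletion then ADP-to-ATP conversion for luciferase) reported PFK activity after 45 min room-temperature reaction of 1.25 nM enzyme with 0.5 mM F6P and 0.1 mM ATP at pH 8.0.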
Menin MLL FP TR = menin-MLL binding inhibition, Texas Red mutant peptide; Potency, µM (highest dose often 61.6 µM), inactives show at the top dose FP activity change, negative = inhibition, hits mostly inhibitors; Menin + Texas Red MLL mutant peptide, fluorescence polarization; O00255; 270,000 tested, 0.23% active; AID 1768; active = well fitted inhibition curve with a large enough effect in the polarisation, with a control signal flat, not every such curve was filed as active; inconclusive = small, poorly fitted or top-dose-only effect, or effect the other way, or a change in a side signal; inactive = no such curve, though single readings can be large or run the other way; the % refers to the polarisation; also: potency is read from the fitted curve at half-maximal effect; % of control where 0% means no effect; many of its hits are not listed in these tables
Target sequence (O00255 whole entry, looked up): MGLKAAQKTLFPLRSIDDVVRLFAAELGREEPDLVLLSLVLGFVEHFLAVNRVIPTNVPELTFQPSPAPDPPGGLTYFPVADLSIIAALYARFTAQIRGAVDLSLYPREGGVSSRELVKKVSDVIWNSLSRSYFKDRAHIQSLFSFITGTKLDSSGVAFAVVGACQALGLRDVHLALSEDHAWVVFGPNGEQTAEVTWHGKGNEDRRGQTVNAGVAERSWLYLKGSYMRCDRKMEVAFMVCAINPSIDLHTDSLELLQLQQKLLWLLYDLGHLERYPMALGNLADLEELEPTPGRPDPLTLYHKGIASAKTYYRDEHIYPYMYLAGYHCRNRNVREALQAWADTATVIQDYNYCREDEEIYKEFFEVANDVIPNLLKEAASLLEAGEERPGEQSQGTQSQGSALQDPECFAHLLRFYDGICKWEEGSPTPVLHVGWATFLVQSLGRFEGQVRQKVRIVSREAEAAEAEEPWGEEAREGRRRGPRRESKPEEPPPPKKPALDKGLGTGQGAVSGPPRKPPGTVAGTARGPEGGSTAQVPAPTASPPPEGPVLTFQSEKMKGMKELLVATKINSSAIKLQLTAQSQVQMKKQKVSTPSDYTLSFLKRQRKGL
a7 integrin act = integrin-mediated muscular dystrophy alleviation activation. 350,000 tested, 0.064% active. alpha7betagal myoblasts, beta-gal FDG fluorescence, 48 h. Potency, µM (highest dose often 38.3 µM), for inactives: at the top dose activation, hits mostly activators;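 also: potency is read from the fitted curve at half-maximal effect; 100% = response of the positive control SU9516; nearly all actives have a fitted effect of over 60% in size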
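alpha7betagal+/- myoblasts (passage 13, 250/well) treated 48 h at 37C with compounds at 1:260 dilution of DMSO stock. Lysed, then beta-galactosidase activity read as FDG fluorescence (ex 480/em 540) after 30 min, with pre-read for autofluorescence.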
PKM2 act = PKM2 (human) enzyme activation | P14618 | purified PKM2, Kinase-Glo ATP luminescence, activation; response scale: 0% is enzyme alone, no compound | Potency, µM (series often up to 57.5 µM), inactives show at the highest dose activation, hits mostly activators | 260,000 tested, 0.34% active; also: potency is read from the fitted curve at half-maximal effect; % is scaled to controls: 0 for no effect and ±100 for the full control effect; nearly all actives have a fitted effect of over 55% in size
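Purified hPK-M2 (>95%) run at intermediate activity with 0.1 mM ADP and 0.5 mM PEP in 50 mM imidazole pH 7.2, KCl, MgCl2; 1 h room temperature. ATP formed read by Kinase-Glo luminescence; normalized to uninhibited and no-enzyme controls.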
GALK inh = blocks human galactokinase activity; P51570; Purified GALK, Kinase-Glo residual ATP luminescence; Potency, µM (top dose mostly 57.5 µM), inactives show top-dose activity change, negative = inhibition, actives largely listed as inhibitors; 270,000 tested, 0.007% active; AID 1868; also: potency is read from the fitted curve at half-maximal effect; % is scaled to controls: 0 for no effect and ±100 for the full control effect
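Quantitative HTS: GALK 5 nM, ATP 35 uM, galactose 100 uM, 1 h room temperature, then luciferase-based ATP detection.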
* hit, by the source's call; ? = inconclusive; . = no result given; [ ] = remark or other dose. Unless noted, calls follow the shape of the dose curve; as a rule, active = well fitted curve in the direction sought with a large enough effect; inconclusive = small, poorly fitted or top-dose-only effect, or another doubt; inactive = no such curve, though single readings can be large; an effect the other way counts as inactive or inconclusive. These rows are one share of the data, so the mix of outcomes need not match the whole.

SMILES	B2AR arrestin	Giardia killer	Coupling enz	ASM inhibitor	TSG101-PTAP inh	BCR signal inh	Tb PFK inh	Menin MLL FP TR	a7 integrin act	PKM2 act	GALK inh
O=[n+]1c2c(n([O-])c3ccccc31)CCC2	.	-24	1	6%	1%	.	.	1%	-5%	0%	2%
CCOc1ccc(N(C(=O)CNC(=O)c2cccs2)C(C(=O)NCC2CCCO2)c2ccc(OC)c(OC)c2)cc1 (centres undefined)	0.5%	-6	1	-4%	-5%	4%	2%	-16%	4%	2%	0%
Cc1ccc(C(=O)CCC(=O)NC2=NCCS2)cc1	-0.3%	0	.	5%	-6%	2%	-4%	.	-8%	.	.
CC(C)[C@H](NC(=O)N1CCn2c1nc1ccccc12)C(=O)NCc1ccccc1Cl	0.5%	-9	1	-17%	-10%	?	1%	-13%	7%	0%	12%
COc1cccc(CNC(=O)CSc2cc(=O)n(C)c3ccccc23)c1	-0.1%	-5	1	3%	-2%	?	1%	7%	9%	-10%	2%
COc1ccc(CCC(=O)N2CCN(c3ccccc3)CC2)cc1OC	0.2%	-17	1	-1%	-1%	-1%	0%	21%	2%	0%	1%
Cc1cc(C(=O)Nc2ccc(S(=O)(=O)Nc3nccs3)cc2)c(C)o1	-0.1%	3	8	-2%	4%	13%	8%	15%	0%	-6%	0%
CC(=O)c1sc(NC(=O)c2cnc(Cl)c(Cl)c2)nc1C	0.4%	1	-8	-1%	2%	?	-8%	?	-7%	-6%	10%
CCOc1ccc(Oc2nc(N(CC)CC)nc(N3CCOCC3)n2)nn1	-0.9%	0	-2	1%	0%	?	2%	-5%	-19%	6%	3%
COc1ccc(C(=O)COC(=O)c2cncc(Br)c2)cc1	-1.4%	-1	.	1%	-4%	?	1%	.	?	.	.
CCc1ccc(-c2nc(CN3CCC(C(=O)NCc4ccccc4OC)CC3)c(C)o2)cc1	-1.1%	1	1	-6%	0%	-3%	9%	?	-50%[inhibitor]	5%	0%
COC(C[C@@H](O)[C@H](C)[C@H](O)COCc1ccccc1)OC	-0.7%	5	7	14%	-1%	1%	-4%	.	8%	2%	0%
O=C(OCC(=O)N1CCOCC1)c1cnc(Cl)c(Cl)c1	-1.7%	-23	.	3%	-6%	12%	-4%	.	-34%	.	.
COc1ccc(C(c2sc3nc(C)nn3c2O)N2CCN(Cc3ccccc3)CC2)cc1OC (centres undefined)	3.7%	-20	2	-11%	2%	?	-1%	-28%	14%	-1%	2%
CCN1C(=O)c2cccc3c(S(=O)(=O)Nc4ccc(O)c(C(=O)O)c4)ccc1c23	-0.6%	-14	.	7%	-18%	-7%	0%	.	31%	8%	-3%
CC1(C)Cc2c(c(N3CCOCC3)nc3sc(C(=O)Nc4cccc(Cl)c4)c(N)c23)CO1	0.0%	-4	1	359%[activator]	2%	1%	15%	10%	-14%	-1%	-3%
Fc1ccc(-c2c[nH]c(=S)n2Cc2ccccc2)cc1	4.5%	?	1	1%	-7%	-9%	-25%	-4%	8%	12%	-1%
CC(=O)Nc1ccc(S(=O)(=O)Nc2c(NC3CCCCC3)c3ccccc3oc2=O)cc1	-0.7%	-4	1	4%	-2%	?	-3%	?	9%	.	-3%
CCOC(=O)[C@@H]1[C@H]2COc3cc(OC)ccc3[C@H]2N2C(=O)N(c3ccc(F)cc3)C(=O)[C@@]12C	0.2%	-26	-1	-12%	-4%	8%	0%	26%	36%	-4%	.
CCOC(=O)N1CCN(S(=O)(=O)c2cc(Br)cnc2N)CC1	-0.2%	3	4	4%	-3%	1%	-1%	-7%	13%	13%	-2%
Cc1cc(=O)oc2cc(Oc3ccc(C(N)=O)cc3[N+](=O)[O-])ccc12	-0.1%	29	3	236%[activator]	-3%	?	-1%	.	31%	-1%	-2%
CCCC(=O)N(c1ccc(OCC)cc1)S(=O)(=O)c1ccc2c3c(cccc13)C(=O)N2C	0.3%	?	.	356%[activator]	-5%	0%	2%	.	17%	-4%	3%
O=C(N/N=C/c1cccs1)c1cc(-c2ccc(Cl)s2)[nH]n1	-0.3%	-3	1	0%	-3%	2%	-1%	?	3%	-1%	-3%
Cc1ccc(Cl)cc1NC(=O)C1CC(=O)N(C(C)C)C1 (centres undefined)	-0.9%	17	-1	-1%	0%	0%	3%	-2%	25%	1%	3%
O=C1CSC(c2cccnc2)N1CCc1ccccn1 (centres undefined)	-0.7%	-22	4	5%	-1%	?	-13%	.	?	4%	2%
(next part)
SMILES	B2AR arrestin	Giardia killer	Coupling enz	ASM inhibitor	TSG101-PTAP inh	BCR signal inh	Tb PFK inh	Menin MLL FP TR	a7 integrin act	PKM2 act	GALK inh
CCCCn1c(SCc2nc3ccccc3s2)nc2cc(S(N)(=O)=O)ccc21	0.0%	5	-4	-19%	-2%	-2%	-4%	-9%	-35%	23%	-1%
COc1ccc2c(c1OC)CN(C)CCc1cc3c(cc1C(=O)C2)OCO3	-0.1%	-12	1	1%	-2%	-2%	1%	-24%	-23%	7%	0%
CC(=O)Nc1nc(C)c(S(N)(=O)=O)s1	-0.5%	1	0	2%	-2%	0%	3%	5%	12%	1%	-1%
CCOC(=O)N1CCN(c2cc(=O)n(C3CCCCC3)c(=O)[nH]2)CC1	0.4%	3	2	1%	-6%	5%	1%	0%	1%	0%	-1%
O=C(CSc1nnc(Nc2ccccc2F)s1)NC(=O)CN1CCCC1=O	-0.6%	-10	.	2%	-2%	1%	?	.	-13%	.	.
O=C(CN1C(=O)c2cccc3cccc1c23)Nc1ccc2c(c1)OCO2	-0.2%	-2	-3	12%	-2%	-6%	1%	0%	1%	3%	-5%
NNC(=O)CN1CCCc2ccccc21	0.4%	11	-4	10%	1%	?	0%	-8%	12%	2%	-3%
CN(C)c1nc(Nc2ccc(Cl)c(Cl)c2)nc(N(C)C)n1	-0.7%	14	4	-4%	0%	-1%	0%	-10%	?	4%	.
Cc1nn(-c2ccc(Br)cc2)c(=O)c2ccccc12	0.9%	-4	0	-2%	-3%	-1%	7%	-8%	9%	.	0%
Cc1cc(C)n(CCC(=O)N2c3ccccc3CC2C)n1 (centres undefined)	0.5%	22	1	5%	2%	6%	1%	-1%	?	.	0%
CCOc1ccc(OCC)c(NC(=O)C2CCN(c3ncccn3)CC2)c1	0.0%	2	-1	2%	-8%	?	16%	4%	0%	-6%	-1%
CC(=O)NCCn1c(C)cc2ccccc21	-0.1%	24	-2	10%	-12%	3%	-6%	-4%	-5%	2%	2%
O=c1c2cnn(-c3ccccc3)c2nnn1/N=C/c1cccnc1	-0.2%	-13	1	4%	0%	1%	3%	16%	7%	2%	-1%
Brc1ccccc1C1=Nn2c(nnc2-c2ccccc2)SC1	-1.0%	11	10	-12%	-1%	?	-8%	-2%	-1%	20%	0%
Clc1ccc(OCc2nnnn2-c2ccccc2)cc1	-0.1%	-2	2	1%	-3%	8%	3%	5%	-9%	4%	0%
OC(COc1ccc(Cl)cc1Cl)CN1CCc2ccccc2C1 (centres undefined)	0.4%	24	.	0%	-2%	-3%	-2%	.	-25%	.	1%
CCN(Cc1ccccc1)C(=O)C1CCN(Cc2ccc(OC)c(OC)c2OC)CC1	0.0%	3	1	1%	-4%	?	-3%	?	-33%	-5%	0%
CCOc1ccc(NC(=O)CN2CCN(CC(=O)Nc3ccc(C(N)=O)cc3)CC2)cc1	0.5%	-3	2	-2%	3%	3%	1%	9%	-51%[inhibitor]	.	.

Five structures out of the list, arranged by number of heavy atoms, highest first.
SMILES	B2AR arrestin	Giardia killer	Coupling enz	ASM inhibitor	TSG101-PTAP inh	BCR signal inh	Tb PFK inh	Menin MLL FP TR	a7 integrin act	PKM2 act	GALK inh
CC(=O)Nc1ccc(S(=O)(=O)Nc2c(NC3CCCCC3)c3ccccc3oc2=O)cc1	-0.7%	-4	1	4%	-2%	?	-3%	?	9%	.	-3%
O=C(CSc1nnc(Nc2ccccc2F)s1)NC(=O)CN1CCCC1=O	-0.6%	-10	.	2%	-2%	1%	?	.	-13%	.	.
Cc1cc(C(=O)Nc2ccc(S(=O)(=O)Nc3nccs3)cc2)c(C)o1	-0.1%	3	8	-2%	4%	13%	8%	15%	0%	-6%	0%
CCOC(=O)N1CCN(S(=O)(=O)c2cc(Br)cnc2N)CC1	-0.2%	3	4	4%	-3%	1%	-1%	-7%	13%	13%	-2%
Cc1nn(-c2ccc(Br)cc2)c(=O)c2ccccc12	0.9%	-4	0	-2%	-3%	-1%	7%	-8%	9%	.	0%
